AmpC detergent: qHTS Inhibitors of AmpC Beta-Lactamase (assay with detergent) | Potency, µM (series often up to 114 µM), inactives show at the highest dose activity change, negative = inhibition, hits mostly inhibitors | 0.041% of 370,000 active | AmpC hydrolysis of nitrocefin, absorbance 480 nm, 0.01% Triton;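 note: potency is the fitted concentration of half-maximal effect; 0% = no-compound wells and -100% = no-enzyme wells; nearly all actives have a fitted effect of over 25% in size; some results filed as inactive show a strong effect at the top dose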
Target sequence (P00811 whole entry, looked up): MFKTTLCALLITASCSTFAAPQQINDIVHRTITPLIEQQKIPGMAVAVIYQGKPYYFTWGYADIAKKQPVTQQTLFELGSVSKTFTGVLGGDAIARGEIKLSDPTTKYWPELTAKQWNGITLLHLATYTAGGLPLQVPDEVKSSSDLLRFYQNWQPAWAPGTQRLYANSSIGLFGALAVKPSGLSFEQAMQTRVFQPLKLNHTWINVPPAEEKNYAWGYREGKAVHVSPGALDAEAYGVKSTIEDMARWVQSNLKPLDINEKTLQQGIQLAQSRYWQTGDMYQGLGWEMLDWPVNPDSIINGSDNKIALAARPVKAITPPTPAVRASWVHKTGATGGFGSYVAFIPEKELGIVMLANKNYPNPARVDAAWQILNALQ
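AmpC (5.3 nM in the dispensed reagent) in 20 mM phosphate pH 7.0 with 0.01% (detergent screen) or 0.0001% Triton X-100 was preincubated with compounds for 15 min at room temperature. Nitrocefin was then added from an 800 uM solution, and hydrolysis was followed at 480 nm.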
FBPA Giardia inh: qHTS Assay for Inhibitors of Fructose-1,6-bisphosphate Aldolase from Giardia Lamblia. A8B2U2. purified Giardia FBPA. Potency, µM (doses to about 59.6 µM), for inactives: at the top dose activity, negative = inhibition, actives largely listed as inhibitors. 0.71% of 290,000 active; note: potency is the fitted concentration of half-maximal effect; nearly all actives have a fitted effect of over 55% in size
Target sequence (A8B2U2 whole entry, looked up): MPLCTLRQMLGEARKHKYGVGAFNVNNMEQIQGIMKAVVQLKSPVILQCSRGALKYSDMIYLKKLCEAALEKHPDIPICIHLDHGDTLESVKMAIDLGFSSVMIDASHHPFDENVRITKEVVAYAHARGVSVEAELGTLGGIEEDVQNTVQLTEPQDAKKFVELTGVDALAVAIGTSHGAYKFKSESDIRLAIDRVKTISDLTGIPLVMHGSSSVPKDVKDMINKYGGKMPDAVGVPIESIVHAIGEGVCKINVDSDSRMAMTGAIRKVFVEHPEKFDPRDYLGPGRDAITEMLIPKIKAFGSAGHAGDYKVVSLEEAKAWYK
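40 nM FBPA preincubated 10 min at RT with compound (up to 57.5 uM final), then substrate plus GAPDH/TPI/NAD/arsenate coupling and diaphorase/resazurin added. Fluorescence read after 20 min at RT, 525/598 nm.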
Sm TGR inh: qHTS Assay for the Inhibitors of Schistosoma Mansoni Peroxiredoxins. Schistosoma mansoni thioredoxin glutathione reductase (TGR), Q962Y6. purified TGR, DTNB reduction, TNB absorbance 405 nm. Potency, µM (series often up to 114 µM), without a hit: top-dose activity change, negative = inhibition, actives largely listed as inhibitors. 3% of 360,000 active; note: potency is the fitted concentration of half-maximal effect; nearly all actives have a fitted effect of over 60% in size
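Kinetic colorimetric format: TGR-catalysed, NADPH-driven DTNB reduction monitored via TNB absorbance. Enzyme dispensed at 20 nM; compound exposure 15 min at room temperature before reaction start.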
HCMV inh: qHTS Assay for inhibitors of the human cytomegalovirus (HCMV); HFF cells, HCMV-luciferase reporter, 72 h; hits give low values; activity change, negative = inhibition, % at 57.5 µM; 4.5% of 410,000 active; in the data active = activity change below about -60%; inconclusive = no clear call, values can overlap the other calls; inactive = above about -39%
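Cell-based, HFFs, 1000 cells/well, 16 h 37C; cpds in DMSO + HCMV-luc, MOI 1 PFU/cell; 72 h 37C; OneGlo luminescence after 5 min RT; norm. to buffer vs Salinomycin 10uM.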
AmpC inh no detg: qHTS Inhibitors of AmpC Beta-Lactamase (assay without detergent); P00811; AmpC nitrocefin hydrolysis, absorbance 480 nm, 0.0001% Triton; Potency, µM (series often up to 57.1 µM), without a hit: at the top dose activity change, negative = inhibition, actives largely listed as inhibitors; 0.52% of 330,000 active;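 note: potency is the fitted concentration of half-maximal effect; plate controls were no compound for no effect and no enzyme for full effect; nearly all actives have a fitted effect of over 20% in size; some results filed as inactive show a strong effect at the top dose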
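AmpC (5.3 nM in the dispensed reagent) in 20 mM phosphate pH 7.0 with 0.01% (detergent screen) or 0.0001% Triton X-100 was preincubated with compounds for 15 min at room temperature. Nitrocefin was then added from an 800 uM solution, and hydrolysis was followed at 480 nm.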
HCV inhibitor: qHTS Assay for Inhibitors of Hepatitis C Virus (HCV); Huh7.5.1 HCVcc-Cre infection, luciferase reporter, 44 h; Potency, µM (series often up to 41.8 µM), for inactives: at the highest dose activity change, negative = inhibition, actives largely listed as inhibitors; 3.4% of 340,000 active; AID 651820, 2012; note: potency is the fitted concentration of half-maximal effect
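Cells (1,000/well) were plated 4 h before compound, then infected with HCVcc-Cre virus (~0.5 moi). After 44 h further culture, infection was read as luciferase luminescence following a 15 min substrate incubation at room temperature.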
The depositor's hits bear a star; ? = inconclusive; . = no result given; & = joins results of further samples; [ ] = another dose, or the depositor's remark. Unless noted, calls come from the whole dose curve; as a rule, active = well fitted curve in the direction sought with a large enough effect; inconclusive = small, poorly fitted or top-dose-only effect, or another doubt; inactive = no such curve, though single readings can be large; an effect the other way counts as inactive or inconclusive. Unless noted, % is set by controls: 0 for no effect and ±100 for the full control effect. The order is random; 9.9% or so of the library scored in one or more.

SMILES	AmpC detergent	FBPA Giardia inh	Sm TGR inh	HCMV inh	AmpC inh no detg	HCV inhibitor
CC1CCCN(c2ccc(C(=O)NCC3CCCO3)cn2)C1 (stereo not drawn)	-2%	-3%	-10%	-10	0.2µM*	?
CCN1CCN(C(=O)Cn2nc(C)n3c(cc4c(OC)cccc43)c2=O)CC1	4%	2%	-13%	-10	-12%	26%
Cc1c(C#N)c(N)nc2c3c(sc12)NC(=O)CC3c1ccccc1 (stereo not drawn)	-9%	-4%	-11%	31	-18%	-2%
O=C(NNC(=S)Nc1ccccc1)C1CCCCC1	0%	-1%	-16%	14	-14%	27%
Cc1ccc(NC(=O)Nc2ccon2)cc1Cl	?	5%	-25%	?	-30%	-1%
COc1ccc(/C=C/c2nc(C#N)c(N3CCCCC3)o2)cc1OC	23%	.	6%	25	.	.
CCN1CCN(S(=O)(=O)c2ccc(S(=O)(=O)NC3CC3)cc2)CC1	4%	.	10%	-29	-12%	9%
COc1ccc(N2CCN(C(=O)c3cc4c(s3)-c3ccccc3OC4)CC2)cc1	?	7%	6%&-1%	?	-25%	14%
CCOc1ccccc1C(=O)NCC(=O)N1CCN(Cc2ccc3c(c2)OCO3)CC1	-1%	.	-6%	.	88%[activator]	-17%
CCOC(=O)c1c[nH]c2c(C)ccc(Cl)c2c1=O	-8%	1%	-12%	?	-3%[2.29 µM]	9%
CCOC(=O)c1c(C)[nH]c(C(=O)COC(=O)C2=NNC(=O)CC2)c1C	4%	2%	8%	?	-10%	-3%
O=S(=O)(Nc1c(F)cccc1F)c1ccc(Cl)nc1	-2%	.	2%	-38	?	12%[8.37 µM]
CCc1c(C(=O)NNC(=S)NCCc2ccccc2)csc1C	2%	0%	-12%	2	-29%	-16%
COc1cccc(N2CC(NC(=O)c3cccc(OC)c3OC)CC2=O)c1 (stereo not drawn)	2%	.	4%	56	.	.
Cc1noc(/C=C/N(C)C)c1S(=O)(=O)N1CCN(c2ccccc2)CC1	?	-4%	7%	-86*	-11%	?
Cn1c(-c2cnn(-c3ccccc3)c2N)n[nH]c1=S	0%	-15%	22%	-14	-23%	20%
O=C(CCc1nc(-c2ccccc2F)no1)NC1CCN(Cc2ccccc2)CC1	?	-5%	-9%	-25	54%	-24%
Cc1ccc(SCC(=O)NC(=O)c2ccc(S(=O)(=O)N(C)C)cc2)cc1C	-1%	4%	7%	-2	6%	6%
O=c1c2ccccc2nnn1CSc1nnc(-c2cccc(S(=O)(=O)N3CCCCC3)c2)o1	?	-2%	-23%	-24	1%	?
O=C(c1cccc(S(=O)(=O)Nc2ccccc2F)c1)N1CCN(c2ccccc2F)CC1	2%	9%	16%	36	9%	6%

Some of the entries so far, with bars between the fields:
compound | AmpC detergent | FBPA Giardia inh | Sm TGR inh | HCMV inh | AmpC inh no detg | HCV inhibitor
CCc1c(C(=O)NNC(=S)NCCc2ccccc2)csc1C | 2% | 0% | -12% | 2 | -29% | -16%
Cc1ccc(NC(=O)Nc2ccon2)cc1Cl | ? | 5% | -25% | ? | -30% | -1%
O=C(CCc1nc(-c2ccccc2F)no1)NC1CCN(Cc2ccccc2)CC1 | ? | -5% | -9% | -25 | 54% | -24%
Cc1ccc(SCC(=O)NC(=O)c2ccc(S(=O)(=O)N(C)C)cc2)cc1C | -1% | 4% | 7% | -2 | 6% | 6%
COc1ccc(N2CCN(C(=O)c3cc4c(s3)-c3ccccc3OC4)CC2)cc1 | ? | 7% | 6%&-1% | ? | -25% | 14%

More entries:
SMILES	AmpC detergent	FBPA Giardia inh	Sm TGR inh	HCMV inh	AmpC inh no detg	HCV inhibitor
Cc1ccccc1C(=O)OCc1cc(=O)n2nc(C3CC3)sc2n1	10%	.	5%	3	.	.
COc1ccc(CNC(=O)C(=O)NCC(c2cccs2)S(=O)(=O)c2ccc(F)cc2)cc1 (stereo not drawn)	0%	.	-30%	14	.	.
CCOc1ccc(NC(=O)CSc2nc(=O)[nH]c3c2CCC3)cc1	-2%	.	-1%	-27	.	.
COc1ccc(NC2CC(=O)N(c3cccc(C)c3)C2=O)cc1 (stereo not drawn)	-8%	?	35µM*	-16	-30%	3%
COc1ccc(OC)c(NC(=O)COC(=O)CCC2CCCC2)c1	0%	.	-4%	?	-15%	10%
Cc1cc(C)c(C)c(OC(=O)c2sc(Cl)nc2C)c1	2%	5%	-8%	2	-10%	6%
Cc1ccc(S(=O)(=O)N2CCN(C(=O)CCN3C(=O)c4ccccc4C3=O)CC2)cc1C	-6%	7%	0%	-62*	74%[activator]	12%
Cc1ccccc1C(=O)N/N=C1\SCC(=O)N1Cc1ccco1	0%	-3%	1%	0	-15%	3%
Cc1cc(C=C2C(=O)c3ccccc3C2=O)c(C)n1C	3%	-15%	-18%	-17	-23%	3%
CCOc1ccc2nc(NCCNC(=O)C(C)(C)C)c(C)cc2c1	6%	0%	34%	45	92%[activator]	5%
C=C1C(C(=O)N2CCOCC2)C1C(=O)N1CCOCC1 (stereo not drawn)	?	0%	3%	-37	-5%	0%
COC(=O)c1cc(COc2ccc3c4c(c(=O)oc3c2)CCC4)c(C)o1	-5%	0%	0%	.	-11%	.
O=C(CCCCCn1c(=O)[nH]c2ccccc2c1=O)N1CCN(c2cccc(C(F)(F)F)c2)CC1	12%	.	6%	3	.	.
Cc1ccc(SCCC(=O)N2CCC(C(N)=O)CC2)cc1	-3%	4%	0%	36	3%	-11%
Cc1ccc2c(c1)C1CN(C)CCC1N2C(=O)/C(C#N)=C/c1ccc2c(c1)OCO2 (stereo not drawn)	-6%	-6%	-7%	10	14%	9%
COc1cccc(NC(=O)COC(=O)/C=C/c2ccc(Cl)cc2Cl)c1	?	2%	4%	-30	-38%	11%
Cc1ccc(/C(CSc2nccn2-c2ncc(C(F)(F)F)cc2Cl)=N\O)cc1	-8%	8%	-4%	23	-1%	?
Cc1ccc(C)c(C(=O)COC(=O)Cn2c(C)csc2=O)c1	0%	.	1%	9	-13%	2%
NC(=O)[C@H](Cc1cc2ccccc2s1)NC(=O)[C@@H]1CC2(CC(c3cccc(NC(=O)[C@@H]4CCC(=O)N4)c3)=NO2)CN1C(=O)/C=C/Sc1ccccc1 (stereo partly drawn)	-1%	-23%	-20%	6	202%[activator]	-6%
COc1cccc(COC(=O)c2sc3nc4n(c(=O)c3c2C)CCC4)c1OC	-16%	.	-4%	-20	-17%	-27%
CCOc1ccccc1C1C(C#N)=C(N)Oc2cc(C)n(C)c(=O)c21 (stereo not drawn)	2%	?	40µM*	21	-11%	38%[activator]
CC(C)C(=O)Nc1ccc(NC(=O)c2cccnc2)cn1	0%	0%	15%	2	-14%	1%
CCN(CC)c1ccc(/C=N\N2CCN(Cc3ccc(C)cc3)CC2)cc1	-10%	-4%	9%	-11	24%	-17%
CCOc1ccc2nc(NCCNC(=O)C3CC3)c(C)cc2c1	?	1%	0%	11	38%	9%
COc1ccccc1C(=O)Nc1ccccn1	1%	4%	-9%	53	-6%	9%
Cc1cc(/C=N/NC(=O)c2cccc(N(C)C)c2)c(C)n1-c1cc(C(=O)O)cc(C(=O)O)c1	1%	-21%	-5%	-3	-38%	?
Cc1ccccc1CS(=O)(=O)Cc1ccc(C(=O)NCCCN2CCOCC2)o1	2%	1%	?	-23	1%	18%
CCOc1ccc(C(=O)Nc2ccc3c(c2)OCCO3)cc1OC	-13%	-8%	-1%	74	-35%	?
Cc1ccc(-n2c(SCC(=O)NC3CCCCC3)nc3c(c2=O)SCC3)cc1	-16%	-4%	3%	7	-2%	3%
CC(Oc1ccc2oc3ccccc3c2c1)C(=O)NC12CC3CC(CC(C3)C1)C2 (stereo not drawn)	0%	2%	-3%	62	-16%	?
CS(=O)(=O)N1CCC(C(=O)Nc2ccc(F)cc2)CC1	-6%	6%	13%	-23	-3%	0%
O=C(Nc1cc2c(oc1=O)CCCC2=O)c1ccccc1	-12%	-1%	7%	46	-8%	10%
O=C(Nc1ccccc1)NC1CC2CCC(C1)N2 (stereo not drawn)	4%	2%	-23%	13	-11%	3%
CN(C)C(=O)CSc1nnc(-c2cnccn2)n1C	-4%	-3%	?	53	-16%	6%
NCCCSC1=NCCCN1	6%	2%	-1%	-24	-20%	8%
CCCCCc1c(C)nc(Nc2ccc(F)cc2)[nH]c1=O	2%	8%	3%	-70*	-34%	0%
CCOC(=O)CC(NC(=O)C1c2ccccc2Oc2ccccc21)c1ccccc1Cl (stereo not drawn)	-11%	6%	0%	-8	-19%	-12%
Cc1onc(-c2ccccc2Cl)c1C(=O)Nc1cccc(S(=O)(=O)N2CCOCC2)c1	.	.	.	-8	-3%	-2%
Cc1ccc(CSc2nc3cccnc3n2Cc2nc(-c3ccccc3F)oc2C)cc1	16%	.	0%	4	.	.
CCNC(=S)N/N=C/c1ccc(C(=O)O)cc1	-1%	18µM*	-23%	5	-11%	1%
Cc1cc(C)cc(C(=O)NC(CC(N)=O)c2ccc(NC3CCCCCC3)c([N+](=O)[O-])c2)c1 (stereo not drawn)	2%	-4%	0%	0	-14%	30%[activator]
CN1c2ccccc2C(C)(C)C12C=Cc1cc(O)ccc1O2 (stereo not drawn)	-10%	-29%	?	-38	-44%	5.6µM*

Sorted by length of the SMILES (rising): part of the list above.
SMILES	AmpC detergent	FBPA Giardia inh	Sm TGR inh	HCMV inh	AmpC inh no detg	HCV inhibitor
NCCCSC1=NCCCN1	6%	2%	-1%	-24	-20%	8%
CCCCCc1c(C)nc(Nc2ccc(F)cc2)[nH]c1=O	2%	8%	3%	-70*	-34%	0%
Cc1cc(C)cc(C(=O)NC(CC(N)=O)c2ccc(NC3CCCCCC3)c([N+](=O)[O-])c2)c1 (stereo not drawn)	2%	-4%	0%	0	-14%	30%[activator]

Screening data deposited in PubChem by National Center for Advancing Translational Sciences (NCATS).
